# TROY NFkB inh: TROY signaling inhibition | Q293 LMP1-TROYcd NF-kB luciferase reporter, 4 h | inhibition, % at 10 µM | hit rate 0.98% among 360,000 | AID 1347056;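 active = compounds whose plate-normalised and pattern-corrected inhibition of the luciferase reporter signal at the single screening dose is 50% or more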
# TLR9-MyD88 inh: inhibitors of human TLR9-MyD88 binding. hit rate 0.21% among 340,000. inhibition, % at 4.98 µM. AID 504734. Q9NR96+Q99836. CHO BLA complementation TLR9-MyD88, CCF4 FRET ratio;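 active = inhibition above the mean over all tested compounds plus 3 SD, cut at about 21% in these data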;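 also: 0% = DMSO only wells and 100% = clavulanate BLA inhibitor control wells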
# NCOA1 inh: inhibitors of human steroid receptor coactivator 1 (SRC1). Q15788. HEK293 GAL4-SRC1 luciferase reporter, luminescence. inhibition, % at 3.6 µM. hit rate 0.12% among 360,000. AID 588354;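 active = inhibition above the campaign mean plus 3 SD, with each screening campaign given its own cutoff, cut at about 60% in these data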;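 also: 0% = DMSO treated cells and 100% = gossypol at 36 µM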
# Target sequence (Q15788 whole entry, looked up, the tested form may be a part): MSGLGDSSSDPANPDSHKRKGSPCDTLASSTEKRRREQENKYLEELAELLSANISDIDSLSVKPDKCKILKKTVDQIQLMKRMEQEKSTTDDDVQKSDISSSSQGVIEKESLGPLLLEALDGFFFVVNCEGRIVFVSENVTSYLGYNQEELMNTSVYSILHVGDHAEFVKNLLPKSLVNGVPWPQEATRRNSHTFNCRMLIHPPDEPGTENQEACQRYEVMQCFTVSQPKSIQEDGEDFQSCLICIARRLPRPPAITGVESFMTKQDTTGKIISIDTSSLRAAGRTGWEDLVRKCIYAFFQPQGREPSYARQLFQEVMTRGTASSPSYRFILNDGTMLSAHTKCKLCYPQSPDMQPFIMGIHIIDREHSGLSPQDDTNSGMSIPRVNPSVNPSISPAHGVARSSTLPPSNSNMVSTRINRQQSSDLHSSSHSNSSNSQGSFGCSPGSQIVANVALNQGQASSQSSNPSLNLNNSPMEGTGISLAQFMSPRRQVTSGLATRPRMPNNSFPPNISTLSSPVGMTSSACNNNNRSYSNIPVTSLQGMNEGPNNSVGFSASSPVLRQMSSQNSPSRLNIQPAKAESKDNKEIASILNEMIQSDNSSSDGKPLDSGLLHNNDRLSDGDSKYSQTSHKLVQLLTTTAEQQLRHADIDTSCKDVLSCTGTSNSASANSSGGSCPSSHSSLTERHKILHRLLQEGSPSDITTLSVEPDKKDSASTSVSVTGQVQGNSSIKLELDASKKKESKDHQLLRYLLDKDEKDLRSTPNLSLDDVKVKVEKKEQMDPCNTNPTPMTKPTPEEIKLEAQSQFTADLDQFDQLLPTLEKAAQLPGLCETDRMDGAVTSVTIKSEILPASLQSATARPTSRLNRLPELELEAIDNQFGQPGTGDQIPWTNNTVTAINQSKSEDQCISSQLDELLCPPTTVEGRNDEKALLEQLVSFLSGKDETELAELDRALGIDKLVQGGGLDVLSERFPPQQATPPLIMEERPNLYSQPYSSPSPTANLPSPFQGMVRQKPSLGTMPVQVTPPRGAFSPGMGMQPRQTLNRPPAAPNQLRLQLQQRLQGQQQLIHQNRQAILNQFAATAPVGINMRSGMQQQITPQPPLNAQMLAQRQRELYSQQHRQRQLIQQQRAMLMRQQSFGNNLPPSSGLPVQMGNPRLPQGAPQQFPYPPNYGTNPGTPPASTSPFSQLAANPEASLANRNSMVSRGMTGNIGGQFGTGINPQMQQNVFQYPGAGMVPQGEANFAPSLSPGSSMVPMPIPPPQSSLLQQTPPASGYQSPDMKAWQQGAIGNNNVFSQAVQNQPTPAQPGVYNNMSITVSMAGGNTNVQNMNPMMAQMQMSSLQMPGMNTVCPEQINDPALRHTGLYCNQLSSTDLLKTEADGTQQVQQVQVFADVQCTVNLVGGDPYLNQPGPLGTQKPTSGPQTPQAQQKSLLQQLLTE
# SRC3 inh: inhibits human SRC3 coactivator; Q9Y6Q9; HEK293 GAL4-SRC3 luciferase reporter, luminescence; inhibition, % at 3.6 µM; hit rate 0.17% among 360,000;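 active = inhibition above a per-campaign cutoff, the mean of all compounds plus 3 SD, cut at about 60% in these data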;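 also: 0% = DMSO-treated cells and 100% = gossypol-treated cells at 36 µM; higher means less SRC3-driven luciferase light from the GAL4 reporter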
# NOD2-RIPK2 inh: NOD2-RIPK2 protein interaction inhibition. CHO BLA complementation NOD2-RIPK2, CCF4 ratio. inhibition, % at 4.98 µM. hit rate 0.38% among 360,000. AID 624267; in the data active = inhibition above about 21%;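 also: 0% = vehicle only and 100% = reference blocker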
# TWEAK-Fn14 inh: TWEAK-Fn14 signaling inhibition | AID 1159606 | TWEAK-stimulated Fn14 reporter cells, luciferase luminescence, 8 h | hit rate 2% among 360,000 | inhibition, % at 10 µM; in the data active = inhibition above about 50%
# C8 TRAIL sens: sensitizes caspase-8 expressing cells to TRAIL | hit rate 1% among 360,000 | NB7+C8 cells + TRAIL, ATPlite viability luminescence | inhibition (viability loss, TRAIL sensitization), % at 10 µM;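 active = compounds causing at least 50% loss of cell viability in the single-dose screen, relative to plate controls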
# SRC2 inh: inhibits human steroid receptor coactivator 2; HEK293 GAL4-SRC2 luciferase reporter, luminescence; inhibition, % at 9 µM; hit rate 0.17% among 370,000;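 active = inhibition above the mean inhibition of all tested compounds plus 3 SD, set per campaign, cut at about 52% in these data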;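 also: 0% = DMSO treated cells and 100% = cells given Gossypol at 36 µM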
# LMP1 NFkB inh: reduces LMP1-driven NF-kappaB luciferase signal | LMP1-induced NF-kappaB luciferase reporter cells, luminescence | inhibition, % at 12.5 µM | hit rate 0.69% among 350,000 | AID 504558; in the data active = inhibition above about 41%;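 also: 0% = neutral control wells and 100% = reference inhibitor control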
# COUP-TFII inh: NR2F2 (human) inhibition, primary screen | inhibition, % at 8.6 µM | HEK293T NGFI-A luciferase reporter, luminescence | hit rate 0.7% among 370,000;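 active = inhibition above a per-plate cutoff, mean inhibition of test wells between control levels plus 3 SD, cut at about 38% in these data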;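 also: cells cotransfected with COUP-TFII expression vector driving the NGFI-A reporter; 0% = median of COUP-TF2 test wells and 100% = reporter-only cells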
# LRH-1 inv ag: inverse agonists of human LRH-1 (NR5A2); O00482; HEK293T StAR-luciferase reporter, LRH-1 transfected, 24 h; inhibition, % at 3.6 µM; hit rate 0.13% among 360,000;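 active = inhibition above the mean inhibition of all tested compounds plus 3 SD, cut at about 73% in these data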;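 also: 0% = DMSO wells and 100% = reporter-only cells lacking LRH-1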
# * = called active by the depositor; x = not tested or not shown. These rows are one share of the data (hit frequency here may not be typical).
# Under each structure: TROY NFkB inh	TLR9-MyD88 inh	NCOA1 inh	SRC3 inh	NOD2-RIPK2 inh	TWEAK-Fn14 inh	C8 TRAIL sens	SRC2 inh	LMP1 NFkB inh	COUP-TFII inh	LRH-1 inv ag
CCc1noc(C)c1C(=O)Nc1ccc(C(F)(F)F)cc1
    -4	-11	10	2	-3	-1	-3	-32	0	-3	-12
Cc1cc(C)c2c(n1)nn1c(N3CCN(Cc4ccccc4)CC3)cc(C)nc21
    1	-4	3	15	-3	8	-8	11	1	-13	-9
Cc1cccc(N(CC(=O)N2CCN(c3ccc(F)cc3)CC2)S(C)(=O)=O)c1C
    15	x	-22	3	-10	19	-8	13	-5	7	-16
COc1ccc(S(=O)(=O)N2CCCOC2CNC(=O)C(=O)NCCCn2ccnc2)cc1OC (centres undefined)
    15	2	-7	8	-4	-10	2	25	3	-5	-19
CC(=O)Nc1ccc(C(=O)Cn2c3[n+](c4c(F)c(F)ccc42)CCCCC3)cc1
    0	3	-17	-4	-12	5	-6	1	0	-13	-8
O=C(O)c1ccc(CSc2nc(-c3ccccc3)cc(C(F)(F)F)n2)cc1
    12	1	19	13	2	-3	5	-17	1	3	1
COc1ccc(CNC(=O)CN2C(=O)COc3ccc(S(=O)(=O)N4CCCCC4)cc32)cc1
    2	-2	10	-13	-5	-5	-11	-5	5	-5	1
CC(=O)Nc1ccc(S(=O)(=O)N2CCC(NC(=O)C(Cc3ccc(C)cc3)NC(C)=O)CC2)cc1 (centres undefined)
    5	2	3	12	-13	-8	-5	-6	-6	-20	18
O=C(COC(=O)C1CC2CCCC(C1)C2=O)Nc1ccccc1 (centres undefined)
    3	-8	-4	13	-3	1	9	5	-1	-20	8
COc1ccc(C(=O)N/N=C/c2ccc(OC(=O)c3ccccc3)cc2)cc1
    -10	-3	1	11	3	-14	8	-6	-16	8	13
CCn1c(SCC(=O)Nc2nccs2)nnc1C1CC1
    10	12	-2	13	-11	8	4	-2	-2	-8	18
Nc1c2c3c(sc2nc(=O)n1N)CCCC3
    20	2	2	-27	-2	-1	-8	8	-17	11	-4
COc1ccc(CN(C(=O)c2nsc(Cl)c2Cl)C(C(=O)NC2CCCC2)c2ccc(OC)cc2)cc1 (centres undefined)
    -7	3	-3	17	-6	-1	-7	-2	-14	5	13
Cc1occc1-c1nnc(SCC(=O)NC2CCC(C)CC2)o1 (centres undefined)
    -1	5	-15	13	-7	9	11	-13	-12	14	7
CC(C)CCNC(=O)CCc1nnc(Cc2c[nH]c3ccccc23)o1
    -4	5	-8	17	-7	11	-8	17	-21	-6	8
Cc1ccc(-c2noc(CNC(=O)c3ccoc3C)n2)cc1
    -4	1	9	4	-9	11	0	-15	0	-2	6
CCOc1ccc(NC(=O)CC2C(=O)N(c3ccccc3)C(=O)N2Cc2ccccn2)cc1 (centres undefined)
    4	-6	-21	-24	-4	-5	-3	-9	5	-3	-20
COc1ccc(N2CC(C(=O)Nc3nc4ccc(F)cc4s3)CC2=O)c(OC)c1 (centres undefined)
    -20	0	-7	18	2	43	3	8	7	0	-6
CCSc1nc(O)c(C(c2cccc(OC)c2)c2c(O)nc(SCC)[nH]c2=O)c(=O)[nH]1
    -5	-1	-54	-10	-4	11	0	-9	-2	3	-4
CC(=O)COc1ccc2cc(-c3ccccc3)c(=O)oc2c1
    -18	-4	-112	-114	2	14	9	-102	-47	-46	-74
N#Cc1c(SCC(=O)Nc2ccccc2)nsc1SCC(=O)Nc1ccccc1
    2	5	-2	-13	3	-34	0	16	3	1	13
CCOC(=O)N1CCN(S(=O)(=O)c2ccc(C(=O)N(CCN(CC)CC)c3nc4ccc(C)cc4s3)cc2)CC1
    -9	-9	-17	3	2	-9	-7	-11	-12	-6	-1
CC(=O)NC(Cc1c[nH]c2ccccc12)C(=O)N/N=C/c1ccccc1 (centres undefined)
    11	-4	-3	3	7	-2	-16	-4	4	-17	5
COc1ccc(CNC(=O)C2CCN(S(=O)(=O)c3ccc(-c4nn[nH]n4)cc3)CC2)cc1
    5	-2	-15	-21	-7	0	-14	-4	-3	3	6
O=C(CCCCCNS(=O)(=O)c1ccc(Br)cc1)NCCN1CCOCC1
    -15	0	10	-12	3	-5	2	-23	3	13	19
O=C(c1ccc(N2CCCC2=O)cc1)N1CCOCC1
    -1	5	6	-12	2	-1	-4	-1	-7	13	-30
COc1ccccc1N(CC(=O)N/N=C/c1c(O)ccc2ccccc12)S(C)(=O)=O
    18	-3	5	36	-11	1	52*	16	14	10	-5
CC(C)C[C@H]1COc2cc(N3CCC[C@H]3CO)ccc2S(=O)(=O)N1
    0	x	x	x	-7	8	5	6	x	1	-2
Cc1c(NC(=O)c2cc3ccccc3o2)cccc1-n1cnnn1
    -8	8	5	3	3	-23	3	-17	-3	9	-10
CS(=O)(=O)NCC(c1cccnc1)N1CCN(c2ccccc2F)CC1 (centres undefined)
    21	0	-6	10	-8	1	-11	16	0	6	0
O=C(NCCS(=O)(=O)N1CCC2(CC1)OCCO2)c1ccccc1
    -12	-1	-8	3	-7	7	-18	-6	-5	-1	-7
Cc1ccc(S(=O)(=O)Nc2cc(S(=O)(=O)N3CCOCC3)ccc2NCC2CCCO2)cc1 (centres undefined)
    -11	1	4	1	-9	8	-2	-23	-8	6	-8
CC(Oc1ccc(C(=O)c2ccccc2)cc1)C(=O)Nc1ccc(S(N)(=O)=O)cc1 (centres undefined)
    3	3	18	2	-5	21	9	21	8	12	-8
O=C(NS(=O)(=O)Nc1ccccn1)c1c[nH]c2ccccc12
    1	6	10	13	-4	15	-1	4	-15	-5	21
CCc1ccc(C2CC(c3ccc(F)cc3)Nc3nc(N)nn32)cc1 (centres undefined)
    0	7	-4	8	4	9	-5	5	1	3	8
NC(=O)c1ccsc1NC(=O)COC(=O)CCOc1ccccc1
    12	-1	-10	5	-6	1	-7	7	2	16	-33
COc1ccccc1OCC(=O)Nc1nonc1NC(=O)COc1ccccc1OC
    2	-1	-31	7	-12	4	16	-13	-4	1	-16
CC(=O)Nc1ccc(S(=O)(=O)N2CCCCC2C(=O)O)cc1 (centres undefined)
    18	8	-2	5	-3	-2	-3	-9	5	13	0
O=C1CCc2cc(S(=O)(=O)Nc3cccc(Cl)c3)ccc2N1
    -4	x	10	-16	4	4	-3	9	x	-1	19
Cc1ccc(NC(=O)N2CCCn3c(SCC(=O)c4ccccc4)nnc32)cc1
    -3	x	-3	7	-6	2	6	-2	x	5	-4
CCOc1cc(C2NC(=O)c3ccccc3O2)ccc1OC(C)C (centres undefined)
    4	-3	1	-3	-11	-21	8	3	8	-7	16
O=NN(CCF)C(=O)NC1CCS(=O)(=O)CC1
    0	x	x	x	-6	-1	-4	-17	x	12	18
CCCOc1ccc(/C=N/NC(=O)C(C)Sc2ccccn2)cc1OCC (centres undefined)
    -4	5	4	22	-4	-8	-5	10	-11	8	2
Cc1ccc(NC(=O)CSCC(=O)Nc2ccccc2C(=O)N2CCCCC2)cc1
    18	-7	-4	-14	-6	-11	-3	-2	-1	-12	-14
COc1cc(OC)c(C#N)c(S(=O)(=O)Cc2ccccc2)c1
    -5	8	-4	9	-2	0	0	0	-4	0	8

# Entries from the list above with a Cl atom, in the order listed:
# Under each structure: TROY NFkB inh	TLR9-MyD88 inh	NCOA1 inh	SRC3 inh	NOD2-RIPK2 inh	TWEAK-Fn14 inh	C8 TRAIL sens	SRC2 inh	LMP1 NFkB inh	COUP-TFII inh	LRH-1 inv ag
COc1ccc(CN(C(=O)c2nsc(Cl)c2Cl)C(C(=O)NC2CCCC2)c2ccc(OC)cc2)cc1 (centres undefined)
    -7	3	-3	17	-6	-1	-7	-2	-14	5	13
O=C1CCc2cc(S(=O)(=O)Nc3cccc(Cl)c3)ccc2N1
    -4	x	10	-16	4	4	-3	9	x	-1	19

# Next part:
# Under each structure: TROY NFkB inh	TLR9-MyD88 inh	NCOA1 inh	SRC3 inh	NOD2-RIPK2 inh	TWEAK-Fn14 inh	C8 TRAIL sens	SRC2 inh	LMP1 NFkB inh	COUP-TFII inh	LRH-1 inv ag
CC(=O)c1ccc(N(CC(=O)NCCc2ccccc2)C(=O)c2csnn2)cc1
    1	3	7	4	-5	5	-19	19	0	-17	-9
O=C(CSc1n[nH]c(-c2ccncc2)n1)NCCc1ccccc1
    4	1	3	-17	-7	4	5	-23	-12	-3	-5
Cc1cc(C)c(S(=O)(=O)N2CCOC2CNC(=O)C(=O)NCCc2ccc(S(N)(=O)=O)cc2)c(C)c1 (centres undefined)
    8	9	7	10	2	-18	-4	0	-2	7	4
CCC(CC)c1nnc(NC(=O)c2ccc([N+](=O)[O-])cc2)s1
    -35	-7	4	10	-8	-34	-4	-4	-6	14	8
CCCCCCCCCCCCN1[C@@H](CC(=O)OC)c2cc(C(F)(F)F)ccc2S1(=O)=O
    35	-4	4	20	0	28	2	-16	1	-7	22
COc1ccc(S(=O)(=O)N2CCC[C@H]2C(=O)N2CCC[C@H]2C(=O)N(C)Cc2ccccc2)cc1C
    -3	x	x	x	3	10	-12	9	x	18	-15
COc1ccc(S(=O)(=O)N2CCCC(C(=O)Nc3cccnc3)C2)cc1Cl (centres undefined)
    11	4	-7	20	-10	7	5	21	5	12	3
COCC(C)NC(=O)CSc1nc(-c2ccccc2)c(-c2ccccc2)o1 (centres undefined)
    -2	-4	0	25	14	9	-4	23	2	32	-5
CCn1cc(SCC(=O)NCC2CCCO2)c2ccccc21 (centres undefined)
    -15	-6	-4	-37	-4	4	-1	-39	-4	-1	2
C/C(Cn1nnc2ccccc21)=N/OC(=O)c1c(F)cccc1F
    -7	-3	8	17	2	-32	-10	17	-4	-12	1
O=C(Nc1ccc(C(F)(F)F)cc1Cl)c1ccc(Cn2cc(Br)cn2)o1
    6	2	3	15	-11	-25	4	6	-5	16	-9
Cc1noc(C)c1NC(=O)Nc1cccc2c1O[C@H](CN(C)C(=O)NC(C)C)[C@@H](C)CN([C@H](C)CO)C2=O
    7	13	-15	19	10	-5	5	-8	5	-12	-5
O=C(Nc1ccccc1N1CCCCC1)c1ccco1
    8	1	10	15	4	14	4	11	9	8	4
COc1cccc(NC(=O)N2CCCc3ccccc32)c1
    42	-3	-3	10	-8	5	-4	-3	-25	-4	-2
C[C@@]12CCC3[C@@](CCC4[C@@]3(C)CCC[C@@]4(C)C(=O)NC3CCCCC3)(CC1=O)C2 (some centres undefined)
    8	10	-8	8	4	-8	-5	-15	5	2	5
CC(C)(C)NC(=O)C1CC(=O)N(CCc2ccc(F)cc2)C1 (centres undefined)
    -8	0	-12	-9	-1	-6	-2	-6	4	1	-15
CCc1ccc(/C=C2/SC(=S)N(CCCC(=O)Nc3cccc(C(=O)O)c3)C2=O)cc1
    -8	3	-6	-38	5	-18	1	-19	-1	18	7
COc1ccc(S(=O)(=O)N2CCCCCC2)cc1C(=O)OCC(=O)NC(C)(C)C
    -2	3	-41	16	6	-8	8	14	1	13	10
COc1ccc(S(=O)(=O)N2CCCC2C(=O)NCc2cccs2)cc1 (centres undefined)
    -1	0	2	19	5	-23	4	-12	1	24	-3

# From PubChem
